MCF10A rereplic: A quantitative high throughput screen for small molecules that induce DNA re-replication in MCF 10a normal breast cells | MCF 10A DNA re-replication, Hoechst nuclear intensity, 48 h | Potency, µM (titrated, usually from 46.1 µM), for inactives: at the top dose activity, positive = re-replication, hits mostly activators | 2.9% of 350,000 active | AID 624296, 2012; further: potency means the concentration at half of the fitted maximal effect; % of control where 0% means no effect; nearly all actives have a fitted effect of over 50% in size
S2 tox: Viability Counterscreen for Primary qHTS for Inhibitors of ATXN expression; S2 cells (HEK-293 line with an ATXN2-luciferase reporter) viability, CellTiter-Fluor protease fluorescence, 24 h; Potency, µM (series often up to 56.7 µM), actives largely listed as cytotoxic; 0.49% of 400,000 active; further: potency means the concentration at half of the fitted maximal effect; nearly all actives have a fitted effect of over 40% in size
Nrf2 block: Nrf2 qHTS screen for inhibitors; A549 ARE-Fluc reporter, luciferase luminescence, 18-24 h; Potency, µM (top dose mostly 46 µM), for the others: at the highest dose activity change, negative = inhibition, usual class: inhibitors; 2.1% of 360,000 active; AID 504444, 2011; further: potency means the concentration at half of the fitted maximal effect; on the % scale 0 is the no-effect control and ±100 the full control effect; nearly all actives have a fitted effect of over 60% in size
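Reporter: ARE-Fluc in A549. Exposure: 18-24 h, 37 °C, 5% CO2, 5% FBS OPTI-MEM. Readouts: fluorescent cytotoxicity (CellTiter-Fluor), then luminescent Nrf2 signal after BugLite.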
ATXN2 expr inh: Primary qHTS for Inhibitors of ATXN expression. HEK-293 ATXN2-luciferase reporter, luminescence, 24 h. 0.72% of 360,000 active. Potency, µM (series often up to 57 µM), without a hit: at the top dose activity change, negative = inhibition, hits mostly inhibitors; further: potency means the concentration at half of the fitted maximal effect; on the % scale 0 is the no-effect control and ±100 the full control effect; nearly all actives have a fitted effect of over 55% in size
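ATXN2-luciferase reporter cells (luciferase flanked by upstream and downstream ATXN2 gene portions) were treated 24 h at 37 °C with compounds at up to 57 uM. SteadyGlo luminescence gave expression; GF-AFC fluorescence gave viability.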
A549 viability: Nrf2 qHTS screen for inhibitors: counterscreen for cytotoxicity | 0.16% of 390,000 active | A549 ARE-Fluc cells, CellTiter-Fluor viability, 18-24 h | Potency, µM (series often up to 46 µM), for inactives: at the top dose activity change, negative = cytotoxicity, hits mostly inhibitors; further: potency means the concentration at half of the fitted maximal effect; on the % scale 0 is the no-effect control and ±100 the full control effect
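A549 ARE-Fluc cells in 5% FBS OPTI-MEM, 5000 cells/well, rested 2 h then exposed to compounds in concentration-response for 18-24 h at 37 °C. Viability by CellTiter-Fluor fluorescence (Ex 405/Em 525) after 30 min; luciferase luminescence (BugLite, 15 min, RT) read afterwards.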
TGFb inhibitor: qHTS for Inhibitors of TGF-b. HepG2 CAGA-GFP TGF-b/SMAD3 reporter, GFP fluorescence, 18 h; TGF-beta stimulated, 500 pg/mL final. Potency, µM (series often up to 46.1 µM), inactives show at the highest dose activity, negative = inhibition, usual class: inhibitors. 1.2% of 410,000 active; further: potency means the concentration at half of the fitted maximal effect; on the % scale 0 is the no-effect control and ±100 the full control effect; nearly all actives have a fitted effect of over 65% in size
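Inhibition was scored as loss of TGF-beta-induced (500 pg/mL final, 18 hours, 37 degrees C) GFP in HEPG2 cells carrying a CAGA-GFP reporter, in DMEM with 1% FBS. Well GFP was summed per cell; Activity was normalised to unstimulated and stimulated DMSO wells, then concentration-response fitting.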
HepG2 tox: qHTS for Inhibitors of TGF-b: Cytotox Counterscreen; AID 588856, 2011; 0.76% of 410,000 active; HepG2 CAGA-GFP viability, ATP luminescence, 18 h; Potency, µM (titrated, usually from 46.1 µM), for inactives: top-dose activity change, negative = cytotoxicity, most hits filed as cytotoxic; further: potency means the concentration at half of the fitted maximal effect; some results filed as inactive show a strong effect at the top dose
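HepG2 CAGA-GFP cells (1000/well, DMEM with 1% FBS) received compound, then TGF-beta at 500 pg/mL final, and were incubated 18 hours at 37 degrees C. Viability was read by CellTiter-Glo luminescence. Media-only wells were set as complete cell-killing and DMSO as no toxicity.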
IL1B secr inh: qHTS for Inhibitors of Inflammasome Signaling: IL-1-beta AlphaLISA Primary Screen | THP-1 LPS/ATP IL-1B secretion, AlphaLISA, 16 h; hits give low values | AID 743279, 2014 | activity change, % at 57.5 µM | 4.7% of 360,000 active; in the data active means activity change below about -50%; inconclusive means mostly about -30% to -49%; further: on the % scale 0 is the no-effect control and ±100 the full control effect
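Secreted IL-1B measured by AlphaLISA bead assay after 16 h compound exposure of THP-1 cells; compounds (final up to 57.5 uM) added 1 h before LPS (250 ng/mL) and ATP (1.25 mM) stimulation; lower signal means less secretion.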
Nrf2 activator: qHTS of Nrf2 Activators. AREc32 ARE-luciferase reporter (MCF7-derived line), luminescence, 24 h. Potency, µM (top dose mostly 46.1 µM), inactives show at the highest dose activation, most hits filed as activators. 0.31% of 410,000 active. AID 624171, 2012; further: potency means the concentration at half of the fitted maximal effect; % of control where 0% means no effect; nearly all actives have a fitted effect of over 65% in size
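Steps: seed AREc32_Fluc cells (1000/well, 5% FBS OPTI-MEM); incubate overnight at 37 deg C; add 23 nL compound; incubate 24 hr; add Steady-Glo; hold 30 min RT; read luminescence.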
Active calls of the source: *; i = inactive; ? = inconclusive; . = not tested or not shown; & = joins results of further samples; [ ] = another dose, or the depositor's remark. Unless noted, the call rests on the fitted dose curve; in most records, active means well fitted curve in the direction sought with a large enough effect; inconclusive means small, poorly fitted or top-dose-only effect, or another doubt; inactive means no such curve, though single readings can be large; an effect the other way counts as inactive or inconclusive. The order is random, and some 8.8% of all compounds hit somewhere here.

1. O=C(COC(=O)c1nc(Cl)c(Cl)c(Cl)c1Cl)c1ccc[nH]1
2. Cc1cccc2c1Sc1ccccc1CC2=O
3. COc1cc(C2c3cc4c(cc3OC(N3CCOCC3)C2C)OCO4)cc(OC)c1OC(C)=O (stereo not given)
4. C=C(C)CSc1nc2ncccc2[nH]1
5. CCC1(CC)C(=O)NC(=O)NC1=S
6. O=C(NCCc1ccco1)C(=O)NCC1OCCCN1S(=O)(=O)c1ccccc1 (stereo not given)
7. CCOc1ccccc1NC(=O)C(CC)Sc1nc2ccncc2[nH]1 (stereo not given)
8. COc1ccc(C2Nc3ccccc3C(=O)N2c2ccccc2)cc1CN1CCOCC1 (stereo not given)
9. O=C(c1[nH]c(C(F)(F)F)nc1-c1ccccc1)N1CCN(c2ccccc2)CC1
10. Cc1cc(C)nc(Nc2n[nH]c(COc3ccccc3)n2)n1
Assay by compound	1	2	3	4	5	6	7	8	9	10
MCF10A rereplic	?	-2%	?	5%	-2%	11%	5%	5%	.	1%
S2 tox	i	i	i	i	i	i	i	?	i	i
Nrf2 block	20%	?	18%	.	-5%	11%	1%&12%	?	.	13%
ATXN2 expr inh	11%	1%	-5%	8%	-2%	-3%	-12%	9%	-4%	29%
A549 viability	-6%	11%	-8%	9%	1%	-1%	-2%&0%	1%	.	-1%
TGFb inhibitor	1%	?	-11%	?	-3%	5%	-12%&-22%	5%	?	-13%
HepG2 tox	-36%	-5%	-1%	-8%	6%	-1%	-12%&-17%	-9%	-48%	-1%
IL1B secr inh	-103*	48	21	16	3	-1	11	-1	26	-10
Nrf2 activator	22µM*	3.3%	-0.5%	0.5%	0.0%	-0.6%	0.9%&5.8%	0.0%	-0.2%	0.0%

11. C=CCn1c(SCC(=O)Nc2ncc(Cc3cc(C(F)(F)F)ccc3Cl)s2)nnc1-c1ccncc1
12. O=C(Nc1cnc2ccccc2c1)c1cccnc1
13. CCc1ccc(C(=O)COC(=O)CNC(=O)c2cccs2)cc1
14. CCc1nc2c(OCc3ccc(Cl)cc3)cccn2c1N(C)C(=O)c1cccs1
15. Cc1ccc(C(=O)NCCc2nnc3c(C(F)(F)F)cc(Cl)cn23)o1
16. COc1ccc(CCNC(=O)CSc2ccc(Br)cc2)cc1OC
17. CN(C)c1ccc(CNc2nc3ccccc3n2C)cc1
18. O=C(CC1Sc2ccccc2NC1=O)NNc1ccc(F)cc1 (stereo not given)
19. CN(C)CCCC(=O)c1ccc2c(c1)OCO2
20. O=C(O)CCc1nn2c3ccccc3n(CCO)c2nc1=O
Assay by compound	11	12	13	14	15	16	17	18	19	20
MCF10A rereplic	0%	1%	-2%	.	-1%	3%	.	?	-2%	-5%
S2 tox	i	i	i	i	i	i	i	i	i	i
Nrf2 block	-5%	?	18%	.	4%	2%	.	10%	1%	-10%
ATXN2 expr inh	-2%	-10%	2%	?	2%	2%	.	-8%	-7%	.
A549 viability	1%	0%	2%	.	3%	-7%	.	1%	7%	5%
TGFb inhibitor	-2%	-1%	2%	-19%	7%	0%	-6%	-6%	20%	-5%
HepG2 tox	-14%	1%	-12%	-5%	0%	-1%	-19%	2%	-1%	-28%
IL1B secr inh	14	-16	21	-29	?	0	-12	-5	-12	0
Nrf2 activator	0.0%	-1.1%	0.4%	0.8%	9.7%	-1.5%	-0.8%	0.0%	-1.2%	-0.6%

Exported with tabs: 2 of the compounds above.
nr	Structure	MCF10A rereplic	S2 tox	Nrf2 block	ATXN2 expr inh	A549 viability	TGFb inhibitor	HepG2 tox	IL1B secr inh	Nrf2 activator
1	O=C(COC(=O)c1nc(Cl)c(Cl)c(Cl)c1Cl)c1ccc[nH]1	?	i	20%	11%	-6%	1%	-36%	-103*	22µM*
2	Cc1cccc2c1Sc1ccccc1CC2=O	-2%	i	?	1%	11%	?	-5%	48	3.3%

Remaining list, next part.
21. CCN1CCN(C(=S)NCc2ccc(C)cc2)CC1
22. O=C(COc1ccc([N+](=O)[O-])cc1)Nc1ccc(S(=O)(=O)N2CCOCC2)cc1
23. CC1=C(C)CC(C(=O)NCCCN2CCCC2=O)C(C(=O)O)C1 (stereo not given)
24. Cn1c(CN2CCCC2)nc2cc(NS(=O)(=O)c3ccccc3)ccc21
25. CCOC(=O)c1ccc(NC(=O)CN2C(=O)C(=O)N(CC(C)C)C2=O)cc1
26. COc1ccccc1Cn1c(=S)[nH]c2cc(C(=O)N3CCCC3)ccc2c1=O
27. O=C(CSc1ccccc1)N1CCN(S(=O)(=O)c2ccccc2F)CC1
28. COc1ccc(C(C)(NC(C)=O)c2nc(-c3cncnc3)cs2)cc1 (stereo not given)
29. CC1CCCC(NC(=O)Cc2ccc(Br)cc2)C1C (stereo not given)
30. CSC1=C(C#N)C(c2ccc(C(C)C)cc2)CC(=O)N1 (stereo not given)
Assay by compound	21	22	23	24	25	26	27	28	29	30
MCF10A rereplic	-2%	-3%	24%	-1%	5%	-2%	8%	.	?	5%
S2 tox	i	i	i	i	i	i	i	i	i	i
Nrf2 block	5%	-16%	-1%	10%	5%	?	?	.	-19%	-12%
ATXN2 expr inh	19%	-6%	-8%	2%	-2%	-3%	10%	2%	7%	2%
A549 viability	-1%	-1%	-2%	15%	-6%	-17%	2%	.	-12%	3%
TGFb inhibitor	0%	?	6%	1%	-5%	1%	-2%	44%[activator]	?	-2%
HepG2 tox	-5%	-31%	6%	-9%	-21%	0%	-3%	44%	-9%	-9%
IL1B secr inh	-6	-9	8	2	10	30	3	14	-6	-25
Nrf2 activator	-0.2%	0.5%	4.8%	-0.1%	0.3%	0.7%	0.0%	0.1%[9.22 µM]	-0.1%	-0.5%

31. COc1cccc(/C=N/NC(=O)Cn2nc(C)c([N+](=O)[O-])c2C)c1O
32. COc1ccc(C(=O)NC2CC2)cc1OC1CCN(Cc2cc(C)c(C)cc2C)CC1
33. COCCn1c(SCc2ccccc2)nc2c1c(=O)[nH]c(=O)n2C
34. O=C(Nc1ccc(N2CCCC2)c(Cl)c1)c1ccc(Br)o1
35. OCc1c[nH]c(=S)n1CCOc1cccc(C(F)(F)F)c1
36. OC(c1ccc(F)c(F)c1)c1nc(-c2ccoc2)cs1 (stereo not given)
37. CCOc1cccc(CC(=O)N2CCc3c([nH]c4ccccc34)C2c2ccccc2)c1OCC (stereo not given)
38. CC(=O)Nc1cccc(Cl)c1C(=O)O
39. COc1ccc(-n2cnnc2SCC(=O)Nc2nc(C)c(Cl)cc2Cl)cc1
40. CCOC(=O)C1CCN(C(=O)C2CCN(S(=O)(=O)CC)CC2)CC1
41. O=C(Nc1c2c(nn1-c1ccccc1)CS(=O)(=O)C2)c1ccc(Br)o1
42. COc1ccc(-c2nnc(SCC(=O)N3CCN(c4ccccc4)CC3)o2)cc1OC
43. CC(=O)CSc1nc(N(C)C)nc(N(C)C)n1
Assay by compound	31	32	33	34	35	36	37	38	39	40	41	42	43
MCF10A rereplic	11%	-1%	3%	?	-1%	.	.	-1%	2%	13%	.	12%	-14%
S2 tox	?	i	i	i	i	i	.	i	i	i	i	i	i
Nrf2 block	-7%	-3%	?	?	?	.	.	13%	-19%	-8%	.	5%	-5%
ATXN2 expr inh	16µM*	-7%	-25%	29%	.	-6%	.	-1%	-9%	8%	.	-5%	-6%
A549 viability	-1%	-4%	-7%	-5%	0%	.	?	4%	0%	-2%	.	9%	9%
TGFb inhibitor	-6%	23%	4%	11%	5%	10%	?	0%	1%	-18%	2%	-14%	5%
HepG2 tox	-33%	7%	-7%	-35%	-110%	-33%	-32%	27%	-8%	2%	1%	-25%	1%
IL1B secr inh	53	-17	33	-27	-7	-16	.	2	-22	15	14	6	36
Nrf2 activator	-0.3%	0.4%	0.6%	3.1%	-0.5%	0.7%[9.22 µM]	-1.0%	-0.4%	0.6%	-0.4%	-0.5%	0.6%	-0.9%[9.22 µM]

Molecules shown so far that have a Cl atom (7):
1. O=C(COC(=O)c1nc(Cl)c(Cl)c(Cl)c1Cl)c1ccc[nH]1
11. C=CCn1c(SCC(=O)Nc2ncc(Cc3cc(C(F)(F)F)ccc3Cl)s2)nnc1-c1ccncc1
14. CCc1nc2c(OCc3ccc(Cl)cc3)cccn2c1N(C)C(=O)c1cccs1
15. Cc1ccc(C(=O)NCCc2nnc3c(C(F)(F)F)cc(Cl)cn23)o1
34. O=C(Nc1ccc(N2CCCC2)c(Cl)c1)c1ccc(Br)o1
38. CC(=O)Nc1cccc(Cl)c1C(=O)O
39. COc1ccc(-n2cnnc2SCC(=O)Nc2nc(C)c(Cl)cc2Cl)cc1
Assay by compound	1	11	14	15	34	38	39
MCF10A rereplic	?	0%	.	-1%	?	-1%	2%
S2 tox	i	i	i	i	i	i	i
Nrf2 block	20%	-5%	.	4%	?	13%	-19%
ATXN2 expr inh	11%	-2%	?	2%	29%	-1%	-9%
A549 viability	-6%	1%	.	3%	-5%	4%	0%
TGFb inhibitor	1%	-2%	-19%	7%	11%	0%	1%
HepG2 tox	-36%	-14%	-5%	0%	-35%	27%	-8%
IL1B secr inh	-103*	14	-29	?	-27	2	-22
Nrf2 activator	22µM*	0.0%	0.8%	9.7%	3.1%	-0.4%	0.6%

Assay outcomes deposited in PubChem BioAssay by National Center for Advancing Translational Sciences (NCATS).
